LGR2 antag: inhibitors of bursicon-induced Drosophila LGR2 receptor cAMP signaling; inhibition, % at 9.99 µM; 380,000 tested, 0.35% active; HEK293 LGR2, CRE-luciferase, bursicon-stimulated, 4 h;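 active means drop in luminescence signal, shown as inhibition above about 50% in the replicate tests, limit read from the data, passing the limit was not always enough; inconclusive means probably only some replicates passing the limit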;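 further: agonist challenge used bursicon conditioned medium at about half maximal strength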
ARNT TACC3 PPI: disrupts binding between human ARNT and TACC3; Q9Y6A5; AlphaScreen His-ARNT PAS-B/GST-TACC3 binding, luminescence; TACC3 fragment carries E629A point mutation; inhibition, % at 9.99 µM; 390,000 tested, 0.66% active;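 active means mean inhibition of replicates at least 50% and at least half of replicates each reaching 50%; inconclusive means half or more replicates reach 50% but mean below 50%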;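 further: 0% = complete ARNT plus TACC3 wells and 100% = ARNT alone without TACC3; many hits fall short of the cut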
Casp6 inh: inhibitors of human caspase-6. 350,000 tested, 0.53% active. inhibition, % at 12.5 µM. purified caspase-6, Z-VEID-R110 cleavage fluorescence. P55212;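 active means mean inhibition across replicates at least about 35%, with every replicate also reaching that limit, limit read from the data; inconclusive means only one of the two criteria met; inactive means neither criterion met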;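 further: 0% = median of neutral control wells and 100% = no fluorescence left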
Target sequence (P55212 24-179 limits assumed): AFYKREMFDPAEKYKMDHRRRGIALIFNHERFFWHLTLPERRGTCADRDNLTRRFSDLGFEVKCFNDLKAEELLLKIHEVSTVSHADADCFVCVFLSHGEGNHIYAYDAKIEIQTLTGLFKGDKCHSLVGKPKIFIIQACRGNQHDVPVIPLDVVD
Target sequence (P55212 194-293 limits assumed): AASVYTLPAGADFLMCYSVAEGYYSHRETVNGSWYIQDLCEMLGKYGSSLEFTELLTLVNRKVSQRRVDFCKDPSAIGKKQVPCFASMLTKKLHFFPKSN
DENV2 CPE rescue: protects cells from dengue virus 2 cytopathic effect | DENV2-infected cells, cytopathic effect rescue, plate reader | AID 651640 | CPE inhibition, % at 9.99 µM | 350,000 tested, 1.7% active; in the data active means CPE inhibition above about 20%, passing the limit was not always enough; inconclusive means no clear call, values can overlap the other calls; tested in BHK-21 cells;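 further: 0% = median of neutral control wells and 100% = median of positive control wells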
PAX8 reporter: PAX8 transcriptional activity inhibition; inhibition, % at 12.6 µM; RMG-I TPO-luciferase reporter, SteadyGlo, 24 h; 360,000 tested, 1.2% active;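 active means mean replicate inhibition at least 60% with every replicate also reaching 60%; inconclusive means only one of the two criteria is met; inactive means mean below 60% and not all replicates reaching 60%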;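 further: luciferase light reporting Pax8 driven TPO promoter activity; plate controls were median of neutral control wells for no effect and mitoxantrone controls for full effect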
SIRT5 block: blocks human SIRT5 desuccinylation of peptide | Purified SirT5, succinyl-peptide AMC, trypsin-coupled fluorescence | inhibition, % at 15 µM | 330,000 tested, 1.1% active | AID 652115; in the data active means inhibition above about 15%; inconclusive means no clear call, values can overlap the other calls
Target sequence (Q9NXA8 whole entry, looked up): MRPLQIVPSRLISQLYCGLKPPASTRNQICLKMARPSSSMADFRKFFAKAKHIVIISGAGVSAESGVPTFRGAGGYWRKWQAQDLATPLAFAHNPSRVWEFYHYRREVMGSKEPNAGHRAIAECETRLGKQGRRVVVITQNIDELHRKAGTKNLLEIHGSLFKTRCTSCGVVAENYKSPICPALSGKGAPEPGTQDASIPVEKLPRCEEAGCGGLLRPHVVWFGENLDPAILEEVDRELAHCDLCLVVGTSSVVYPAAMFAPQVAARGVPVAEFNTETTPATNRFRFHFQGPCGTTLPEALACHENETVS
EWS-Fli block: inhibitors of EWS/Fli oncoprotein transcriptional activity. inhibition, % at 12.6 µM. 350,000 tested, 0.67% active. AID 651661. A673 NR0B1-luciferase reporter, viability-normalised;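 active means mean inhibition of at least 50% after viability correction, with every replicate also passing that limit; inconclusive means mean reaches 50% but only one of two replicates passes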;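 further: firefly luciferase signal divided by Alamar Blue viability fluorescence both relative to DMSO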
Numbers without * were called inactive; u = inconclusive; x = no result given.

Sample of the layout (2 entries):
No.	SMILES	Casp6 inh	ARNT TACC3 PPI	EWS-Fli block	DENV2 CPE rescue	SIRT5 block	LGR2 antag	PAX8 reporter
1	CN1C(=O)c2cc(NC(=O)c3ccccc3Cl)ccc2OC[C@H]2O[C@H](CC(=O)NCC(F)(F)F)CC[C@@H]21	3	-8	-7	-4	3	7	-15
2	COc1cc2c(cc1OC)C(C)N(C(=O)CCNC(=O)c1ccccc1)CC2 (stereo unspecified)	-3	2	-4	-2	-4	9	7

Results (from the top)
No.	SMILES	Casp6 inh	ARNT TACC3 PPI	EWS-Fli block	DENV2 CPE rescue	SIRT5 block	LGR2 antag	PAX8 reporter
1	CN1C(=O)c2cc(NC(=O)c3ccccc3Cl)ccc2OC[C@H]2O[C@H](CC(=O)NCC(F)(F)F)CC[C@@H]21	3	-8	-7	-4	3	7	-15
2	COc1cc2c(cc1OC)C(C)N(C(=O)CCNC(=O)c1ccccc1)CC2 (stereo unspecified)	-3	2	-4	-2	-4	9	7
3	Cc1ccc(S(=O)(=O)N2CCCc3ccccc32)cc1C	3	-1	-15	2	-2	7	12
4	CSc1ccc(NC(=O)N2CCC(C(=O)c3ccc(F)cc3)CC2)cc1	-1	5	x	-2	0	11	10
5	COc1ccc2c(c1)C(C)=CC(C)(C)N2S(=O)(=O)c1ccc(NC(C)=O)cc1	1	-4	48	-1	0	4	64*
6	COc1ccc(-c2ccc3n(c2=O)C[C@H]2[C@H](CO)[C@@H](C(=O)N4CCOCC4)N[C@@H]32)cc1	4	0	0	3	-39	-29	-5
7	CCn1ncc(C2C(C(=O)Nc3ccc(C)cn3)=C(C)NC3=C2C(=O)CCC3)c1C (stereo unspecified)	x	21	x	x	x	-6	12
8	CO[C@@H]1CN(C)C(=O)c2ccc(NC(=O)Nc3cccc(F)c3)cc2OC[C@H](C)NC[C@@H]1C	x	2	-2	6	-9	11	-1
9	Cc1ccc(S(=O)(=O)N2CCOCC2)cc1C(=O)NCCCN1CCCC1=O	-1	x	-1	-5	x	4	-5
10	CCN1C(=O)C(C)S/C1=N\S(=O)(=O)c1ccc(F)cc1 (stereo unspecified)	x	-3	x	x	x	17	-11
11	O=C(OCC(=O)N1CCC(c2ccccc2)=N1)c1ccc([N+](=O)[O-])s1	-5	-2	-5	3	-1	9	15
12	COC(=O)c1sc(C(C)(C)C)cc1CS(=O)(=O)c1ccccn1	1	10	-6	u	-1	-17	8
13	COc1ccc(NC(=O)C(C)N2C(=O)C3CC=C(Cl)CC3C2=O)cc1 (stereo unspecified)	1	-7	5	-1	0	-1	14
14	CCCCN(C)CCN1C(=O)C2C(C(=O)Nc3ccc(OC)cc3)C3C=CC2(O3)C1C(=O)NC1CCCCC1 (stereo unspecified)	-3	1	15	-1	-2	3	6
15	Nc1nnc(SCC(=O)OCC(=O)Nc2ccc(Br)cc2F)s1	0	-13	1	-5	-4	3	19
16	COc1ccc(CCC(=O)Nc2cc3c4c(c2)CC(=O)N4CCC3)cc1	3	-3	-7	6	-1	-8	-4
17	Cc1ccccc1OCCn1c(=S)[nH]c2ccccc21	3	-5	16	5	-3	8	20
18	CCc1nc2ccc(C(=O)N3CCCCC3)cn2c1N(C)CCCc1ccccc1	0	x	2	u	x	11	1
19	Cn1nccc1C(=O)NC1CCCc2c1cnn2-c1cc(F)cc(F)c1 (stereo unspecified)	-5	1	-32	-9	-4	-14	-16
20	COc1ccc(NC(=O)Nc2ccc3c(c2)C(=O)N([C@@H](C)CO)C[C@H](C)[C@H](CN(C)C(=O)Nc2ccc(OC)cc2)OCCCC[C@@H](C)O3)cc1	0	x	-1	u	-1	-15	x
21	COc1ccc(NC(=O)N(C)C[C@@H]2OCc3ccccc3-c3c(n(C)c4ccccc34)C(=O)N([C@@H](C)CO)C[C@H]2C)c(OC)c1	1	-3	3	5	3	4	14
22	COc1ccc(NC(=O)C2(C)CCN2Cc2ccccc2Cl)cc1OC (stereo unspecified)	-2	x	0	u	7	9	13
23	Cc1ccc(CSCC(=O)N(C)CC(=O)Nc2ccccc2Cl)cc1	3	2	2	-4	-2	-10	-35
24	CCN(CC)C(=O)c1ccccc1NC(=O)c1ccccc1SC	22	x	11	0	-3	3	11
25	COc1ccc(/C=C/C(=O)Nc2ccc(-n3nncc3-c3ccc(OC)c(OC)c3)cc2)cc1OC	0	-23	-4	-2	0	x	13
26	COc1cccc(C(=O)Nc2ccc3[nH]ncc3c2)c1	2	6	-80	u	2	-41	-132
27	O=C(NCc1ccc2c(c1)OCO2)c1cc2c(s1)CSC2	4	3	4	-5	10	-14	-7
28	O=C(NCC(c1ccco1)N1CCc2ccccc2C1)c1ccc(Br)cc1 (stereo unspecified)	-1	-2	-10	12	-2	3	7
29	COc1cc(OC)cc(C(=O)NCCc2cnc[nH]2)c1	2	-16	11	u	-3	-19	-17
30	CO[C@H]1CN(C)C(=O)c2cc(NC(C)=O)ccc2OC[C@H](C)N(S(=O)(=O)c2cn(C)cn2)C[C@H]1C	36*	0	6	-2	24*	-11	x
31	Cc1sc2nc(CSc3ccccc3)nc(NCCN(C)C)c2c1C	x	-9	x	x	x	-4	10
32	CCOC(=O)c1sc(NC(=O)Cc2c(F)cccc2Cl)nc1C	3	1	-39	-7	-3	-2	-18
33	S=c1[nH]ncn1/N=C/c1cccs1	5	-1	-1	9	10	-9	2
34	CCN(CC)C(=O)CSC(Nc1cccc(F)c1)=C(C#N)C#N	17	x	18	2	5	-27	-11
35	CN1CCN(C(=O)C[C@@H]2C[C@H]3c4cc(NC(=O)Cc5ccncc5)ccc4O[C@H]3[C@@H](CO)O2)CC1	-61	-1	5	1	-3	-6	-6
36	CCCNc1nc2ccccc2n2c(C)nnc12	-63	0	22	3	1	-22	-41
37	COc1ccc(S(=O)(=O)Nc2c(C)n(C)n(-c3ccccc3)c2=O)cc1C(=O)O	-1	18	2	6	-3	7	5
38	COc1cc(NCCC(=O)c2cccs2)c(OC)cc1Cl	2	9	9	-4	0	-2	51
39	Cc1ccc(-n2c(Cc3noc4ccccc34)n[nH]c2=S)cc1	-3	-2	9	1	-7	-6	19
40	O=S(=O)(c1ccc2nc(-c3ccccc3)[nH]c2c1)N1CCN(c2ccc(Cl)cc2)CC1	x	2	x	x	x	1	11
41	COc1ccc(NC(=O)CN2CCN(CC(=O)Nc3ccc(OC)cc3)CC2)cc1	0	-3	7	u	-1	7	5
42	COc1ccc2nccnc2c1[N+](=O)[O-]	-1	13	3	1	2	4	-4
43	CC(C)(C)n1ncc2c(=O)n(Cc3c(Cl)cccc3Br)cnc21	-1	-6	18	5	x	3	-8
44	COCCCNC(=O)c1ccc([N+](=O)[O-])cc1	1	x	8	1	1	2	16
45	CCOc1ncccc1C(=O)Nc1ccc(S(=O)(=O)Nc2nc(C)cc(C)n2)cc1	0	x	0	-5	-4	-35	13
46	NC(=O)c1ccc[n+](CC(=O)c2ccc(NC(=O)c3ccccc3)cc2)c1	-5	3	-9	11	0	-8	2
47	S=c1[nH]nc(C2CCCCC2)n1/N=C/c1ccccc1Cl	1	4	0	4	1	-14	-10
48	O=C(Nc1cc(-c2nn(CC(=O)N3CCCCC3)c(=O)c3ccccc23)ccc1N1CCOCC1)c1ccc(Cl)cc1	2	-1	x	x	-4	15	18
49	C[C@@H](O)C#Cc1cnc2c(c1)C(=O)N([C@@H](C)CO)C[C@H](C)[C@H](CN(C)C(=O)CN1CCOCC1)O2	-5	-2	-18	-2	1	-3	-10
50	COc1ccc(S(=O)(=O)N2CCCOC2CNC(=O)C(=O)NCc2ccncc2)cc1 (stereo unspecified)	-2	5	4	0	-2	-17	10
51	CCCNC(=O)C[C@H]1CC[C@H]2[C@@H](COc3ccc(NC(=O)NC(C)C)cc3C(=O)N2C)O1	-3	-5	-3	6	-5	-7	-6
52	Cc1cccc(S(=O)(=O)N2C[C@@H]3[C@H](c4ccccc42)[C@H](CO)N3C(=O)c2ccccc2)c1	-1	2	2	u	0	10	19
53	COc1ccccc1C#Cc1cnc2c(c1)C(=O)N([C@@H](C)CO)C[C@@H](C)[C@@H](CN(C)C(=O)c1ccc3c(c1)OCO3)O2	1	1	-21	-2	4	-17	7
54	CCOc1ccc(NC(=O)CC2C(=O)N(c3ccccc3)C(=O)N2CCOC)cc1 (stereo unspecified)	0	-10	5	-1	0	-8	14
55	COc1ccc(-c2ccc([C@H]3[C@@H](CO)N4CCCCN(S(=O)(=O)c5cccs5)C[C@H]34)cc2)cc1	-13	6	7	26*	-3	12	-11
56	C[C@@H]1CN([C@@H](C)CO)C(=O)Cc2cc(NC(=O)Cn3cnnn3)ccc2O[C@@H]1CN(C)S(=O)(=O)c1ccc(F)cc1	2	-10	-9	5	2	0	-18
57	CCOC(=O)[C@]12CCCC=C1N(Cc1ccco1)C(=O)[C@H](CC(=O)N1CCC(c3ccccc3)CC1)C2	1	x	11	38*	-2	13	12
58	COc1ccc2[nH]cc(CCNC(=O)c3ccc([N+](=O)[O-])cc3)c2c1	-1	x	26	-1	x	-5	-1
59	Cc1ccccc1Nc1ncnc2c1cnn2-c1ccccc1	-6	-5	-117	u	-2	-58	-75
60	C/C(=N\NC(=O)CNC(=O)C1COc2ccccc2O1)c1ccc(Cl)cc1 (stereo unspecified)	1	x	4	7	-1	x	15

More records
No.	SMILES	Casp6 inh	ARNT TACC3 PPI	EWS-Fli block	DENV2 CPE rescue	SIRT5 block	LGR2 antag	PAX8 reporter
61	COc1cc(NC(=O)c2cccc(C)c2)ccc1NC(=O)c1cc2ccccc2o1	x	-7	33	-4	-3	0	50
62	O=C(Nc1nc2ccccc2[nH]1)c1ccc([N+](=O)[O-])cc1	4	0	-49	x	-2	-66	-151
63	CCN=c1scc(C)n1/N=C/c1cc(Br)c(O)c(Br)c1	15	13	4	-2	-2	21	-6
64	Cc1ccc(NC(=O)c2ccc(COc3ccc4c(c3)CCC4)cc2)c(C)c1	x	-4	x	x	x	-45	-8
65	CN(C)S(=O)(=O)c1ccccc1C#N	-3	-6	4	0	-4	-6	x
66	CC(OC(=O)C1CCCCC1)c1nc2ccccc2[nH]1 (stereo unspecified)	0	-12	7	19	1	4	17
67	O=C(CCC(C(=O)O)N1C(=O)c2ccccc2C1=O)Nc1ccccc1 (stereo unspecified)	1	14	1	5	-5	-3	-13
68	COc1cccc(-c2cc(C(=O)N3CCOCC3)no2)c1	1	-5	-46	5	0	-22	-79
69	COC(=O)C(CC(=O)O)NCc1ccco1 (stereo unspecified)	-1	-2	-8	15	-4	0	19
70	Cc1cc(C)cc(NC(=O)c2ccc(S(=O)(=O)N(C)CC3CCCO3)cc2)c1 (stereo unspecified)	-6	-1	2	u	-2	7	x
71	COCCNC(=O)C[C@@H]1C[C@H]2c3cc(NC(=O)c4cccnc4)ccc3O[C@H]2[C@@H](CO)O1	-4	3	2	x	-3	-2	-4
72	O=C(CN1C(=O)c2ccccc2S1(=O)=O)c1ccc(O)c(O)c1	8	5	22	20	1	4	-4
73	CCOC(=O)C1(CCOc2ccccc2)CCN(Cc2ccc(O)c(OC)c2)CC1	0	4	19	-2	x	5	-8
74	O=C(N/N=C/c1cccc2ccccc12)c1ccccc1Cl	1	7	-36	-5	1	-18	0
75	COc1ccc(NC(=O)CSc2nnc(CNc3ccc(C)cc3)n2C)cc1	0	x	2	-3	4	13	10
76	COCC(=O)N1CC2(CCN(Cc3ccccc3)CC2)c2c(n(C)c3cc(OC)ccc23)[C@@H]1CO	x	x	0	7	x	-3	x
77	COc1cccc(NC(=O)Nc2ccc(Cc3ccncc3)cc2)c1	-3	-5	0	-5	-3	5	-16
78	O=c1ccn([C@@H]2O[C@H](CNS(=O)(=O)c3cc4ccccc4s3)[C@@H](O)[C@H]2O)c(=O)[nH]1	3	-3	0	16	-2	1	79*
79	C[C@@H]1CCCCO[C@@H](CN(C)C(=O)Nc2cccc3ccccc23)[C@H](C)CN([C@H](C)CO)C(=O)c2cc(NS(=O)(=O)c3ccccc3)ccc2O1	2	3	13	10	14	5	80*
80	Cc1noc(C)c1NC(=O)Nc1ccc2c(c1)C(=O)N([C@H](C)CO)C[C@@H](C)[C@H](CN(C)Cc1ccc(Oc3ccccc3)cc1)O2	3	0	4	8	-5	18	x

Source: PubChem (Broad Institute)
